Assay outcomes: PubChem BioAssay, several laboratories
PvdQ inh = blocks Pseudomonas aeruginosa PvdQ acylase activity | purified PvdQ acylase, fluorescence plate reader | inhibition, % at 10 µM | actives 0.063% (n = 340,000) | AID 488965; in the data active means inhibition above about 30%, passing the limit was not always enough; inconclusive means no clear call, values can overlap the other calls;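 further: 0% = vehicle neutral wells and 100% = reference inhibitor wells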
Keap1 Nrf2 FP = inhibitors of human Keap1-Nrf2 protein-protein interaction. Keap1 Kelch-Nrf2 peptide fluorescence polarization, 1536-well. AID 504523. actives 0.15% (n = 340,000). inhibition, % at 9.4 µM; in the data active means inhibition above about 12%; inconclusive means no clear call, values can overlap the other calls; inactive means below about 7.3%;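 further: human Keap1 Kelch domain with fluorescein labeled Nrf2 9mer peptide probe; 0% = neutral control wells and 100% = peptide positive control; higher means more block of Keap1 binding to Nrf2 peptide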
dFosB activator = mouse delta FosB homodimer activation; purified delta FosB, TAMRA-CDK5 oligo fluorescence polarization; percent of positive-control signal above neutral wells; activation, % at 25 µM; actives 0.99% (n = 340,000);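 active means mean activation above about 17%, with every replicate also reaching it, limit read from the data, passing the limit was not always enough; inconclusive means only one of the two conditions met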;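 further: fluorescence polarization rise as delta FosB binds a TAMRA Cdk5 AP-1 oligo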
C-LANA FP = inhibitors of KSHV LANA C-terminal domain DNA binding; inhibition, % at 9 µM; actives 0.078% (n = 340,000); MBP-C-LANA/FAM-LBS DNA binding, fluorescence polarization;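 active means highest replicate inhibition at or above 60% at 9 µM, even if other replicates fall short; inactive means all replicates below 60% inhibition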;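 further: 0% = neutral control wells and 100% = 4 µM acridine orange control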
Rtt109 Vps75 = C. albicans Rtt109 histone acetyltransferase inhibition; Q5AAJ8; purified Rtt109/Vps75, ThioGlo CoA-SH fluorescence, 4 h; inhibition, % at 34.9 µM; actives 0.16% (n = 330,000);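 active means inhibition of at least 50% in every replicate; inconclusive means best replicate reaches 50% inhibition but some replicates fall short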
CDK5 inh = CDK5/p35 (human) kinase inhibition; Recombinant CDK5/p35, ADP-Glo luminescence, 60 min; actives 0.01% (n = 330,000); inhibition, % at 10 µM;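 active means highest replicate inhibition of at least 50% and at least 75% of replicates reaching 50%; inconclusive means only one of the two criteria met; inactive means both criteria failed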;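 further: plate controls were DMSO neutral control for no effect and GW8510 at 10 µM for full effect; many of its hits are not listed in these tables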
RTF Ca sens inh = cardiac RTF calcium desensitization; P19429+P45379; IANBD-labeled cardiac RTF, Ca2+ fluorescence; inhibition, % at 7.15 µM; actives 0.12% (n = 340,000); AID 493244;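 active means inhibition above the mean inhibition of all tested compounds plus 3 SD, cut at about 17% in these data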;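 further: assay run at fixed EC70 calcium of 1.6 mM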
Mot1-301 SUMO = blocks SUMOylation pathway, rescuing yeast Mot1-301 growth; actives 1% (n = 320,000); growth rescue, % at 18.8 µM; S. cerevisiae Mot1-301 growth rescue, ATP luminescence, 38.5C; percent above DMSO median, 100 means doubled; AID 2716;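 active means every valid replicate shows activation above 250% relative to neutral control wells; inactive means the rest, any valid replicate at or below 250%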;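 further: OY570 slx delta 5 strain wells were the positive control but not used for scaling; some compounds called inactive have numbers as strong as hits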
NSD2 inh = inhibitors of human histone methyltransferase NSD2; NSD2 peptide methylation, AlphaScreen, 120 min; inhibition, % at 12.5 µM; actives 0.54% (n = 310,000); in the data active means inhibition above about 50%
Target sequence (O96028 whole entry, looked up): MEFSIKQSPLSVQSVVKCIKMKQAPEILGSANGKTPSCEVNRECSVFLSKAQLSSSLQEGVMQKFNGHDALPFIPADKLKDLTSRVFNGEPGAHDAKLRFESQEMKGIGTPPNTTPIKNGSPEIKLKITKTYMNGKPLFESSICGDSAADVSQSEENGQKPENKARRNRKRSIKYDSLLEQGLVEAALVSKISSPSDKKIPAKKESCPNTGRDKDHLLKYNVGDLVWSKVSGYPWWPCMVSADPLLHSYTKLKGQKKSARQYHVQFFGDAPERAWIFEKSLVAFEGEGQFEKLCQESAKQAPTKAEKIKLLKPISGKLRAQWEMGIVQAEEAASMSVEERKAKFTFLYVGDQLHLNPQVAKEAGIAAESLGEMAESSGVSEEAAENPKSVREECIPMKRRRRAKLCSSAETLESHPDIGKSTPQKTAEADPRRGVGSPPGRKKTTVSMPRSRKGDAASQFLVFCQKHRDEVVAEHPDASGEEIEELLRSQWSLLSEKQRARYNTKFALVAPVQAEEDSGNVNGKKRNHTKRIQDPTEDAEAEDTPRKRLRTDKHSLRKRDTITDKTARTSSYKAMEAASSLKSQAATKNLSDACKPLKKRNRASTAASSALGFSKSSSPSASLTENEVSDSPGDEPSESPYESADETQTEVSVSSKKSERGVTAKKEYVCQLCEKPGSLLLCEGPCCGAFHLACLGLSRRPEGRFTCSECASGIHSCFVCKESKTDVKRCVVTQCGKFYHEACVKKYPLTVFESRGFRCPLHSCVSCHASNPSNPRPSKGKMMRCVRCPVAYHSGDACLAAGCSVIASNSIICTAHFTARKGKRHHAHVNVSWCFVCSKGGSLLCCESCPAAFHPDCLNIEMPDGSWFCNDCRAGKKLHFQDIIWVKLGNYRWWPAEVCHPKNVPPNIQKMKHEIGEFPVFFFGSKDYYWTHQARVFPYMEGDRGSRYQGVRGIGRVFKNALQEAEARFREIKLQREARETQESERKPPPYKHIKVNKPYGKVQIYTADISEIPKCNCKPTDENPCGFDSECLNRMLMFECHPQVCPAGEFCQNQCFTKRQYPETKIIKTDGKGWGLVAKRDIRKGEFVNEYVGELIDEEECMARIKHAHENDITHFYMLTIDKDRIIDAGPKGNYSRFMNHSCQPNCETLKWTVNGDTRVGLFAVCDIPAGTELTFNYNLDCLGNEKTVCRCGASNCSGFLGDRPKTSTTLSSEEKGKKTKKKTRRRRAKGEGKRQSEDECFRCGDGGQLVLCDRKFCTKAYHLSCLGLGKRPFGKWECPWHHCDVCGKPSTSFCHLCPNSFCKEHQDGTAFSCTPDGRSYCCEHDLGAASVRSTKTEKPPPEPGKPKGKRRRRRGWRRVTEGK
cardiac RTF act = cardiac RTF calcium sensitization; P19429+P45379; IANBD-labeled TnC RTF fluorescence at EC20 calcium; 0% EC20 calcium, 100% full calcium; activation, % at 7.2 µM; actives 0.24% (n = 340,000); AID 493008;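 active means activation above the mean over all tested compounds plus 3 SD, cut at about 30% in these data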;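 further: rise in fluorescence read as greater calcium sensitivity of cardiac thin filaments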
PfHsp90 yeast 2 = reduces growth (ATP signal) of yeast expressing P. falciparum Hsp90; inhibition, % at 9.4 µM; actives 0.32% (n = 310,000); S. cerevisiae expressing PfHsp90, BacTiter-Glo ATP, 48 h; yeast lacking PDR1 and PDR3 efflux regulators; AID 504621;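 active means every replicate shows inhibition above about 80%, whatever the replicate mean, limit read from the data; inconclusive means mean inhibition reaches the set limit but some replicate falls short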;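 further: 0% = DMSO neutral controls and 100% = 20 µM radicicol positive controls; yeast relying on Plasmodium falciparum Hsp90 in place of its own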
Numbers without * were called inactive; ? = inconclusive; nt = not tested or not shown.

SMILES	PvdQ inh	Keap1 Nrf2 FP	dFosB activator	C-LANA FP	Rtt109 Vps75	CDK5 inh	RTF Ca sens inh	Mot1-301 SUMO	NSD2 inh	cardiac RTF act	PfHsp90 yeast 2
Cc1nc2scc(C)n2c(=O)c1S(=O)(=O)NCc1ccccc1	-12	-2	-5	0.1	8	nt	-1	5	3	6	-21
COC(=O)c1cc(-c2ccccc2)sc1NC(=O)CN1C(=O)c2ccccc2C1=O	-19	2	-1	-0.2	1	2.1	-11	-29	-1	1	-16
O=C(N/N=C1/CC2CCC1C2)c1cc2ccccc2cc1O (stereo not given)	-9	-2	7	1.3	1	-1.0	5	12	4	-4	6
Cc1ccc(Oc2ncc(-c3ccc(Cl)cc3)cn2)cc1	-6	1	-4	-0.6	-19	0.6	-6	0	0	-4	-20
COc1ccc(NS(=O)(=O)c2ccc(NC(=O)C3CC3)cc2)cc1	-19	-4	-10	-0.9	1	1.8	-6	90	-2	-1	11
Cn1c(=O)[nH]c(Nc2ccc(F)cc2)c([N+](=O)[O-])c1=O	-4	3	4	-0.3	-3	nt	-6	-18	-5	2	-26
CCOC(=O)CN1C(=O)/C(=C/c2ccccc2Br)Oc2ccccc21	-1	-1	-1	2.9	-7	0.0	-2	78	2	4	5
COc1cc(C(=O)OCC(=O)NC(C)CCc2ccccc2)cc(OC)c1OC (stereo not given)	-13	-3	-6	-0.3	1	1.0	-5	788*	-1	-1	-8
COc1cccc(OC)c1OCCCOc1ccc([N+](=O)[O-])cc1Cl	-19	-2	2	-0.1	1	0.4	-8	209	0	5	-16
COc1cc(S(=O)(=O)Nc2cccc3cn[nH]c23)c(OC)cc1Cl	-14	0	-11	-0.1	4	-3.7	-7	nt	2	0	8

Look-ups from above.
cardiac RTF act, Cc1ccc(Oc2ncc(-c3ccc(Cl)cc3)cn2)cc1 is entered as -4
Mot1-301 SUMO, CCOC(=O)CN1C(=O)/C(=C/c2ccccc2Br)Oc2ccccc21 is entered as 78

Records above shown as hits in Mot1-301 SUMO.
molecule,PvdQ inh,Keap1 Nrf2 FP,dFosB activator,C-LANA FP,Rtt109 Vps75,CDK5 inh,Mot1-301 SUMO,NSD2 inh,PfHsp90 yeast 2
COc1cc(C(=O)OCC(=O)NC(C)CCc2ccccc2)cc(OC)c1OC (stereo not given),-13,-3,-6,-0.3,1,1.0,788*,-1,-8

The results go on.
SMILES	PvdQ inh	Keap1 Nrf2 FP	dFosB activator	C-LANA FP	Rtt109 Vps75	CDK5 inh	RTF Ca sens inh	Mot1-301 SUMO	NSD2 inh	cardiac RTF act	PfHsp90 yeast 2
COc1cc2nc(C3CCC3)n(N)c(=O)c2cc1OC	-6	-4	-4	-0.4	0	1.0	-12	37	-2	0	14
CC(=O)N[C@H]1[C@H](OC2CCCCC2)O[C@H](COC(C)=O)[C@@H](OC(C)=O)[C@@H]1OC(C)=O	-10	-2	-2	-0.5	6	-0.1	-3	-11	5	-5	-15
CCOc1nc2cnccc2n(CC(=O)Nc2c(F)c(F)cc(F)c2F)c1=O	-7	0	6	-0.9	-4	-0.9	-3	5	nt	-2	-32
CC(=O)NC(c1cc(F)c2cccnc2c1O)C1CC1 (stereo not given)	-1	-2	6	-2.4	-2	0.3	0	17	nt	0	nt
COc1ccccc1OCCCn1c(=O)oc2ccc(C)cc21	11	1	-6	-2.6	6	0.7	2	5	-2	-6	5
CC1CCCN(C(=O)COC(=O)c2cc(-c3cccs3)nn2-c2ccccc2)C1 (stereo not given)	4	-3	-7	-1.7	-12	8.2	-7	55	-1	-5	4
O=C(CCNC(=O)c1ccccc1)OCC(=O)c1ccccc1	-10	4	0	-1.3	15	1.3	-2	3	-1	5	7
COc1cc(NC(=O)CSc2nnc3c(C)cc4cc(C)cc(C)c4n23)c(C(=O)O)cc1OC	-4	0	8	-0.3	-4	3.2	-7	14	0	-6	-4
COc1ccccc1/C=C/C(=O)N1CCN(S(=O)(=O)c2cc(C)ccc2C)CC1	-4	-4	-12	-0.3	-5	-0.6	5	-7	1	-2	-25
COC(=O)c1cc(CSC(=N)N)ccc1OCCC(C)C	-28	1	-16	-0.7	13	-0.7	2	8	-14	-1	-8

Exported bar-delimited: part of the list above
Structure | PvdQ inh | Keap1 Nrf2 FP | dFosB activator | C-LANA FP | Rtt109 Vps75 | CDK5 inh | RTF Ca sens inh | Mot1-301 SUMO | NSD2 inh | cardiac RTF act | PfHsp90 yeast 2
COc1cc2nc(C3CCC3)n(N)c(=O)c2cc1OC | -6 | -4 | -4 | -0.4 | 0 | 1.0 | -12 | 37 | -2 | 0 | 14
CC(=O)N[C@H]1[C@H](OC2CCCCC2)O[C@H](COC(C)=O)[C@@H](OC(C)=O)[C@@H]1OC(C)=O | -10 | -2 | -2 | -0.5 | 6 | -0.1 | -3 | -11 | 5 | -5 | -15
CCOc1nc2cnccc2n(CC(=O)Nc2c(F)c(F)cc(F)c2F)c1=O | -7 | 0 | 6 | -0.9 | -4 | -0.9 | -3 | 5 | nt | -2 | -32
CC(=O)NC(c1cc(F)c2cccnc2c1O)C1CC1 (stereo not given) | -1 | -2 | 6 | -2.4 | -2 | 0.3 | 0 | 17 | nt | 0 | nt

(next part)
SMILES	PvdQ inh	Keap1 Nrf2 FP	dFosB activator	C-LANA FP	Rtt109 Vps75	CDK5 inh	RTF Ca sens inh	Mot1-301 SUMO	NSD2 inh	cardiac RTF act	PfHsp90 yeast 2
COc1cc(NC(=O)CN(C)Cc2ccc(OC(F)F)cc2)c(C)cc1[N+](=O)[O-]	-4	-4	-6	-0.3	-6	0.2	7	3	2	3	4
O=C(C(=O)N1CCc2ccccc2C1)c1cn(CC(=O)N2CCCCC2)c2ccccc12	6	-5	2	3.9	10	1.3	-9	-12	0	1	13
CC(=O)N1CCN(S(=O)(=O)c2ccc(S(=O)(=O)NCC(C)C)cc2)CC1	11	7	5	-0.5	nt	-0.6	0	9	nt	0	nt
Cc1ccc(-c2nc(C#N)c(NCC3CCCO3)o2)cc1 (stereo not given)	-15	-1	-6	0.4	1	0.4	-10	2	4	3	nt
CCOc1ccc(S(=O)(=O)NCCCn2ccnc2)cc1NC(C)=O	1	-2	0	-1.9	11	1.0	5	22	0	-6	-13
COc1ccc(N(C)C(=O)Nc2ccc3c(c2)nnn3C)cc1	2	-7	-6	0.5	7	1.0	4	-6	-3	2	13
O=C(COC(=O)c1ccc(S(=O)(=O)NCc2ccco2)cc1)Nc1ccccc1	-10	4	9	0.0	-5	1.3	-9	nt	1	5	-7
CCN(CC)C(=O)OCc1c(-c2cccc(OC)c2)ncc2ccccc12	0	0	3	-0.1	-1	-1.1	-2	-18	nt	2	7
Cc1nc(=O)c(-c2ccccc2)c(C)n1-c1cccc(C(=O)O)c1	-9	-4	-2	0.3	2	-0.8	0	208	17	-3	25
C[N+]1(C)CC2=Cc3ccccc3CC2C1 (stereo not given)	5	-1	-1	-0.8	?	-0.6	2	230	1	14	18
CN1CCN(c2ccc(S(=O)(=O)Nc3ccccc3)cc2[N+](=O)[O-])CC1	-7	2	8	5.1	8	1.3	-8	7	6	4	-4
CCC(CC)c1nnc(NC(=O)c2ccc3ccccc3n2)s1	-12	1	-22	-1.1	1	-1.0	6	5	-1	2	-6
CCN(CC)C(=O)C(C)N(C#N)c1nc(SC)nc(N(C)C)n1 (stereo not given)	-8	-3	3	0.5	-10	-0.9	1	3	-1	4	3
COCCCN(Cc1cccs1)S(=O)(=O)c1csc(C(N)=O)c1	-11	6	1	0.2	2	0.7	2	5	0	2	-19
CN(C)CCNC(=O)C(=O)NCC1CCCN1S(=O)(=O)c1cccs1 (stereo not given)	-9	-2	-8	1.1	-3	-2.0	-13	-5	0	2	nt
CC(C)=CCC/C(C)=C/CNC(=O)CC1C[C@H](C(=O)N(C(C)C)C(C)C)[C@@]2(C)c3[nH]c4ccccc4c3CCN2C1=O (stereo not given in full)	-10	-5	-4	0.1	0	-8.4	1	17	nt	-4	-34
CCOc1ccc(CNC(=O)CCC(=O)N2Cc3ccccc3Oc3ncccc32)cc1	-11	-2	-7	-0.1	0	1.3	-1	-11	-2	1	-11
O=C(NC1C2CC3CC(C2)CC1C3)c1ccc(N2CCNCC2)c([N+](=O)[O-])c1 (stereo not given)	-9	-7	-11	-0.7	11	-2.7	-9	0	15	6	-8
Cc1ccc(C(=O)CNc2ccc(C)c(Cl)c2)cc1	9	1	-3	-0.6	-3	-1.8	-2	15	-1	6	-11
Cc1ccc(C(=O)Nc2ccccc2C(=O)O)cc1S(=O)(=O)NCc1ccccc1	-13	0	-6	0.8	0	-0.6	-6	-19	-5	-6	17
O=C(COC(=O)CN1C(=O)COc2ccccc21)NCc1ccc(F)cc1	-15	2	-4	2.4	-7	-2.5	-9	12	-1	-4	-9
O=C1N=C(N2CCN(Cc3ccccc3)CC2)S/C1=C/c1cccs1	-5	1	-14	0.0	1	1.5	nt	-15	5	nt	22
Cc1cc(-c2nc(C)c(-c3nnc(SCC(=O)Nc4ccccc4)n3C)s2)no1	-14	-8	-5	21	-13	-1.8	3	36	2	-3	18
Cc1cc(N)n(-c2ccc(S(=O)(=O)c3ccc(C(C)C)cc3)cc2)n1	-7	1	2	1.1	7	-0.8	-3	-8	-1	2	16
COC(=O)CCCCCCCC(=O)Nc1nnc(C(F)(F)F)s1	-10	-6	-13	1.5	1	1.5	-7	-5	2	6	-3
COc1ccc(/C(C)=N/OCC(=O)Nc2nc3ccccc3s2)cc1OC	-2	3	-5	-1.8	14	-0.5	-16	-11	5	-10	-114
CSc1nc2ccc(NC(=O)c3ccc(F)c(F)c3)cc2s1	-10	-5	-8	-0.1	0	-1.3	-3	38	-3	8	25
CCOc1ccc(N2C(=O)NC(Cc3c[nH]c4ccccc34)C2=O)cc1 (stereo not given)	-13	-6	-8	2.1	-1	-0.3	0	-11	2	0	-10
COc1ccc(OCc2cc(C(=O)N3CCC(c4ccccc4)CC3)no2)c(Cl)c1	8	-6	-8	3.9	26	-0.1	-8	10	-4	2	6
CCc1ccc2nc(SCC(=O)Nc3nnc(C)s3)c(C)cc2c1	2	-1	-1	-0.2	8	1.8	-7	-6	-3	9	7
CCCc1nn2c(=O)c(C(c3cccc(Cl)c3)c3c(O)nc4sc(CCC)nn4c3=O)c(O)nc2s1	-12	0	-4	-2.5	9	-1.7	-11	292	-2	3	-3
